PLCb3 inh – human PLC-beta3 inhibitors, primary screen, biochemical, fluorescence | Purified PLC-beta3, fluorogenic substrate | inhibition, % at 12.2 µM | hit rate 0.18% among 370,000 | 1-phosphatidylinositol 4,5-bisphosphate phosphodiesterase beta-3 (Homo sapiens), Q01970; in the data active = inhibition above about 11%;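 also: 0% = median of compound wells on plate and 100% = full blocker control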
Target sequence (Q01970 whole entry, looked up): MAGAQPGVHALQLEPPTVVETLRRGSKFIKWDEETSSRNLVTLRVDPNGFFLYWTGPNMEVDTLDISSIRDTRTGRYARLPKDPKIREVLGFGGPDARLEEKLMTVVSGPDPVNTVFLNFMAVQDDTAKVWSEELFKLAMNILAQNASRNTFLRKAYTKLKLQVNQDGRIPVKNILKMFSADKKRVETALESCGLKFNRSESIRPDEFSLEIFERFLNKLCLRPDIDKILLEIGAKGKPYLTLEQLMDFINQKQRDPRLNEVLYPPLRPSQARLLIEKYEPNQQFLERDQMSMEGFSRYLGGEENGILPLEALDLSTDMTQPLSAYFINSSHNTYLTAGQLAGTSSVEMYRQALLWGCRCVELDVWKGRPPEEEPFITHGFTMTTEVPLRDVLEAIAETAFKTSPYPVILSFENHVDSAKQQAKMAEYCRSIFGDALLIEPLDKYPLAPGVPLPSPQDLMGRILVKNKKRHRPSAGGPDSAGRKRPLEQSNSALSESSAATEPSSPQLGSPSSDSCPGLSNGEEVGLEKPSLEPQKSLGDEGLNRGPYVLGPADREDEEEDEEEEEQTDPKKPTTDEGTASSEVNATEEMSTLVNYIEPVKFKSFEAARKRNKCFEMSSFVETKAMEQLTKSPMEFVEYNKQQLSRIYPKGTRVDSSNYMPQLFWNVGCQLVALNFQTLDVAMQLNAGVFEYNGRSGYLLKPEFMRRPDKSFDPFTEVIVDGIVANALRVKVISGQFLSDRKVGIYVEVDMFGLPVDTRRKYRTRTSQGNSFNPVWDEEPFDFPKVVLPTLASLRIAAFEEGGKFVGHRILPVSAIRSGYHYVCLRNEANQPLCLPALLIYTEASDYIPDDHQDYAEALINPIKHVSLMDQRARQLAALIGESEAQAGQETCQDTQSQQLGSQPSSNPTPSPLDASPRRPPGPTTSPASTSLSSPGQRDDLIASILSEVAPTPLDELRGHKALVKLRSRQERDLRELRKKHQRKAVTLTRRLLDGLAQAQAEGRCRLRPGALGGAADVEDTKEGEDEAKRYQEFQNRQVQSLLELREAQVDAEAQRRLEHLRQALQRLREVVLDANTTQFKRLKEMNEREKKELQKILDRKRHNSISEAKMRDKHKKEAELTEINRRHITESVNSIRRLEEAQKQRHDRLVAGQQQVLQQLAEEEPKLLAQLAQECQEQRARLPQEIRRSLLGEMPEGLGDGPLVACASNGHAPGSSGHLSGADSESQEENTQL
sPLA2-III inh – human group III sPLA2 inhibitors, primary screen, biochemical, QFRET, BODIPY PC-A2 liposome substrate | Group 3 secretory phospholipase A2 (Homo sapiens), Q9NZ20 | QFRET BODIPY PC-A2 liposome hydrolysis, fluorescence | inhibition, % at 12.2 µM | hit rate 0.56% among 370,000 | AID 743126, 2013;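 active = inhibition above mean plus 3 SD of compounds lying within the high and low control bounds, cut at about 19% in these data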;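 also: 0% = median of test compound wells and 100% = no enzyme DMSO wells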
DAX1 inh-1 – DAX1 (NR0B1) inhibitors, primary screen, cell-based, HEK293, Gal4-DAX1, luciferase luminescence | Nuclear receptor subfamily 0 group B member 1 (Homo sapiens), P51843 | HEK293 Gal4-DAX1 luciferase reporter | inhibition, % at 6.75 µM | hit rate 0.99% among 340,000 | AID 504766, 2011;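 active = inhibition above the mean over all tested compounds plus 3 SD, cut at about 4.2% in these data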;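 also: 0% = DAX1-transfected cells with DMSO and 100% = empty-vector control cells with DMSO; inhibition shows as a rise in luminescence from relieved DAX1 repression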
PG9 binder – binders of HIV-1 gp120 antibody PG9, primary screen, biochemical, TR-FRET | HIV-1 gp120 / PG9 antibody interaction | TR-FRET gp120-PG9 antibody binding | inhibition, % at 6.7 µM | hit rate 0.43% among 360,000; in the data active = inhibition above about 8.5%
hgDAF12 agonist – H. glycines DAF-12 receptor agonists, primary screen, cell-based, luminescence, HEK293, GAL4 fusion, UAS-luciferase. Nuclear hormone receptor DAF-12 (Heterodera glycines), GAL4 fusion. HEK293 GAL4-hgDAF12 UAS-luciferase reporter, agonist luminescence; normalized to butyrate control. activation, % at 6.8 µM. hit rate 1.8% among 370,000;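 active = activation above a cutoff set at the mean of all screened compounds plus 3 SD, cut at about 10% in these data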;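 also: 0% = DMSO wells and 100% = sodium butyrate wells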
hcDAF12 agonist – H. contortus DAF-12 nuclear receptor activators, primary screen, cell-based, luminescence, HEK293, lit1-tk-luc reporter | HEK293 hcDAF-12 lit1-tk-luc reporter; 0% DMSO, 100% Δ7-dafachronic acid | activation, % at 6.8 µM | hit rate 1.4% among 370,000 | AID 652067, 2013;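 active = activation above the mean of all tested compounds plus 3 SD, cut at about 5.5% in these data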;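 also: 100% = response to 3 µM Δ7-dafachronic acid high control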
ssDAF-12 act – S. stercoralis DAF-12 nuclear receptor activators, primary screen, cell-based, luminescence, HEK293, GRIP1 co-expression, lit1-tk-luc; Nuclear hormone receptor DAF-12 (Strongyloides stercoralis); HEK293 ssDAF-12/GRIP1 lit1-tk-luc reporter; % of 3 µM dafachronic acid response; activation, % at 6.8 µM; hit rate 1% among 370,000; AID 652126, 2013;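 active = activation above the mean over all tested compounds plus 3 SD, cut at about 0.9% in these data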;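 also: 0% = DMSO-only wells and 100% = 3 µM delta7-dafachronic acid wells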
SMARCA2 act – SMARCA2 (BRM) function activators, primary screen, cell-based, luminescence, high throughput; AID 652017, 2013; activation, % at 9.1 µM; MG213 cells, MMTV-luciferase reporter, dexamethasone, overnight; hit rate 1% among 370,000; in the data active = activation above about 7.8%;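 also: 0% = vehicle wells and 100% = reference activator wells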
FXN GAA850 act – FXN promoter activators, primary screen, cell-based, luciferase luminescence, HEK293 lucGAA850; HEK293 lucGAA850 FXN promoter luciferase reporter, 24 h; percent of 10 µM SAHA response; activation, % at 6 µM; hit rate 0.56% among 360,000;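 active = activation above the average of all compounds screened plus 3 SD, cutoff fixed separately per campaign, cut at about 7.5% in these data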;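 also: 0% = DMSO wells and 100% = 10 µM SAHA wells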
DAX1 inh-2 – DAX1 (NR0B1) inhibitors on StAR promoter, primary screen, cell-based, luminescence, SF-1 (NR5A1), full-length DAX-1; AID 652010, 2013; HEK293T StAR-luciferase reporter, SF-1/DAX-1 repression relief; inhibition, % at 6.8 µM; hit rate 1.1% among 370,000;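 active = inhibition above the mean over all tested compounds plus 3 SD, cut at about 3.6% in these data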;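 also: 0% = DAX-1 cells with DMSO and 100% = cells lacking DAX-1 with DMSO; higher inhibition means more luminescence from relief of DAX-1 repression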
Rev-erbA mod – modulators of Rev-erb alpha DNA binding, primary screen, biochemical, FITC-DNA, fluorescence polarization, uHTS; hit rate 0.79% among 370,000; Rev-erbα–FITC-DNA binding, 90 min; activity, % at 10 µM;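 active = activity above about 14%, limit read from the data; passing the limit was not always enough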;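 also: 0% = DMSO wells with 35 nM protein and 100% = DMSO wells with 750 nM protein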
Numbers without * were called inactive; · = no result given.

SMILES	PLCb3 inh	sPLA2-III inh	DAX1 inh-1	PG9 binder	hgDAF12 agonist	hcDAF12 agonist	ssDAF-12 act	SMARCA2 act	FXN GAA850 act	DAX1 inh-2	Rev-erbA mod
O=C(CCCSc1nnc(Nc2ccccc2F)s1)N1CCOCC1	-9.4	11.1	-0.4	-1.0	7.0	-0.5	-1.1	2.6	2.2	-0.1	2.5
CN(C)/C=C1/C=C(c2ccccc2)OC1=O	-19.0	5.0	0.5	-2.0	-0.6	-1.4	-0.9	-2.8	-1.1	-0.6	-2.5
CCOC(=O)/C(=C\C=C1/Sc2cc(OCC)c(OCC)cc2N1CC)C(C)=O	-15.1	-49.2	-2.6	-13.5	-0.2	-0.1	-1.6	-1.3	4.3	-0.2	111.8*
CCOC(=O)C(C(=O)OCC)C(C)C#CCN1CCCCC1 (centres undefined)	-0.7	6.0	0.8	0.1	-2.7	-1.9	-0.2	0.7	-1.4	0.5	-1.2
CCN1C(=O)CC(C(=O)Nc2ccc(F)cc2)SC1=Nc1ccc2c(c1)OCO2 (centres undefined)	1.9	-22.8	-1.3	-0.2	-0.1	0.1	-1.3	-0.9	-0.8	-0.1	6.0
CCn1c(CN2CCOCC2)nnc1SCC(=O)Nc1ccccc1Cl	-4.9	4.2	0.6	2.6	1.0	-0.7	-0.9	-2.7	0.4	-0.3	3.2
O=C(N/N=C\c1cccnc1)c1ccc(Cl)s1	-9.2	-10.3	0.0	0.5	2.7	0.5	-0.5	2.6	1.4	-0.4	-6.6
COc1ccc(NC(=O)CN(C)C(=O)c2c(-c3ccccc3Cl)noc2C)cc1	-17.0	0.8	1.3	0.2	-0.8	-1.6	-0.7	-0.5	0.0	-1.1	5.2
COc1ccc(/C(C)=N/Nc2ccc(F)cc2F)c(O)c1	-5.5	6.2	-0.4	0.3	-3.7	-0.7	-1.9	-3.4	2.2	-0.4	1.2
COc1cc(C(=O)NCCCN2CCCC2=O)cc(Br)c1OCc1ccccc1	4.4	-1.8	0.0	1.1	-1.2	0.8	-0.9	-0.4	-1.2	-1.5	5.7
N#CC1=C(N)Nc2nc3ccccc3n2C1c1ccc(F)cc1 (centres undefined)	-49.2	11.9	-0.8	1.4	-1.7	-2.1	1.3*	-1.6	3.1	-0.9	-20.1
O=C(O)CNC(=O)c1ccc(Sc2ccccc2)c([N+](=O)[O-])c1	-6.2	-0.8	0.3	0.4	-0.6	1.6	-1.3	-1.7	2.8	0.7	-3.1
COC(=O)Nc1ccc(S(=O)(=O)N2CCC(C(=O)N(C)C3CCCCC3)CC2)cc1	3.8	-9.2	-0.8	0.2	-0.8	-1.0	-1.5	-3.7	1.6	-1.5	-1.6
COC(=O)c1c(-c2ccc(S(C)(=O)=O)cc2)sc2ccc(OC)cc12	-47.7	-6.5	1.3	-2.1	9.1	0.1	-0.7	3.6	5.3	0.6	5.7
Nc1nnc(SCC(=O)OCC(=O)Nc2ccc(Br)cc2F)s1	-2.6	-5.0	2.2	-1.6	5.4	-0.4	-1.2	0.2	1.7	-0.2	-0.4
O=C(C1=NN(c2ccccc2)C(=O)CC1)N1CCc2ccccc2C1	-9.6	-1.9	1.6	0.8	-0.2	2.6	-0.7	-1.0	1.3	1.3	-3.2
CC(Sc1ccccc1)C(=O)N/N=C/c1cccnc1 (centres undefined)	-3.3	-1.8	-1.3	-2.4	-1.4	-0.9	-1.6	-2.7	1.8	-0.3	-5.4
CC(C)Cn1c(-c2csc3ccccc23)n[nH]c1=S	1.7	13.2	1.5	0.4	3.4	-1.4	-1.6	1.0	-1.8	0.5	0.4
CCN(CC)S(=O)(=O)c1cc(NC(=O)NCCCl)ccc1C	-4.8	16.1	-0.2	1.3	-1.4	-1.8	-1.3	-1.7	-1.7	1.0	-9.9
COc1ccc(C(=O)CSc2nnc(COc3ccccc3)n2Cc2ccco2)cc1	-3.8	-35.7	-0.4	0.1	-1.9	-1.4	-1.9	-6.1	-0.4	-1.5	3.9
CC1CCCC(NC(=O)c2ccc3c(SCC(=O)O)c4c(nc3c2)CCC4)C1C (centres undefined)	-5.6	-2.0	1.2	-0.8	0.7	1.6	-1.1	-2.9	-1.4	0.8	-0.5
COC(=O)[C@]12CCCCC=C1N(Cc1ccc3c(c1)OCO3)C(=O)[C@H](CC(=O)NCc1ccc(C)o1)C2	0.3	-16.1	·	0.9	4.2	-1.0	-1.3	-1.4	·	-0.1	-0.7
Nc1cc(N2CCCCC2)c([N+](=O)[O-])cc1Cl	3.7	6.1	0.3	0.7	0.3	-2.2	-0.7	-1.2	2.1	-1.3	-4.0
COc1ccc(-c2nnn3c2Cn2c4ccccc4c(=O)n2[C@@H](C(C)C)C3)cc1	-16.0	6.3	·	·	-3.1	-2.7	-0.1	-3.7	·	-1.9	9.3
CC1Cc2ccccc2N1S(=O)(=O)c1cccc(C(=O)NCCCO)c1 (centres undefined)	-4.7	-1.0	-0.7	-0.1	-0.1	-1.0	-1.3	-0.5	-0.9	-0.5	-0.6
CCOC(OCC)c1cc2ccccc2cn1	-4.0	5.7	-0.1	-1.5	3.4	2.1	2.2*	0.0	1.0	0.5	1.5
COc1ccccc1-n1c(-c2ccc(NS(C)(=O)=O)cc2)n[nH]c1=S	-22.8	7.7	0.7	0.0	-0.3	-0.5	-1.3	-0.7	-2.5	0.2	6.1
O=C1CC(N2CCN(Cc3ccccc3)CC2)C(=O)N1c1ccc2c(c1)OCCO2 (centres undefined)	0.3	0.1	2.0	-2.1	-8.6	-3.4	-1.8	-5.0	-4.7	-2.1	-0.8
COc1cc2c(cc1OC)CN(C(=O)c1ccc(Cl)c(S(=O)(=O)N3CCCC3)c1)CC2	-8.0	11.7	-1.0	1.5	-2.8	-2.5	-1.3	-1.9	0.9	-2.5	3.6
CC(=O)Nc1ccc(/C=C(\C#N)C(=O)NC2CCCCC2C)cc1 (centres undefined)	4.2	1.8	-0.9	-0.3	0.1	-1.4	-1.8	-0.3	2.5	-0.5	-1.2
O=C(NCc1ccco1)c1cccc(F)c1	-6.3	3.0	-0.1	0.8	2.3	-0.1	-1.4	-0.5	0.7	0.2	5.9
CCC(C)C(=O)Nc1ccccc1N1CCN(c2ccc(F)cc2)CC1 (centres undefined)	-3.6	4.2	-3.3	-1.9	0.9	-3.4	-2.1	-2.4	-0.7	-0.7	-2.2
Cc1c(Cl)cccc1NC(=O)Nc1cnccn1	-8.9	7.0	-0.2	3.4	0.8	-1.7	-0.2	2.0	1.8	0.5	2.8
CCC1CN(C(=O)NCc2ccc(F)cc2)c2cc(C)ccc2O1 (centres undefined)	-10.0	3.6	0.6	1.0	1.3	-1.2	-1.1	-3.4	0.2	-0.5	2.4
O=C(OCC(=O)N1CCCc2ccccc21)c1cc(Cl)ccc1O	-11.1	2.2	1.3	0.6	3.9	-0.4	-0.5	-2.2	-1.6	-0.8	24.5*
CCC(C)NC(=O)CN1C(=O)C2CCCCN2C(=O)c2ccccc21 (centres undefined)	-0.2	-0.1	·	·	-1.1	-0.4	-1.2	-3.2	·	-0.1	-5.9
Cc1ccc(-c2nc(N3CCOCC3)sc2C(=O)N2CCCCC2)cc1	-3.3	-7.1	0.5	-0.2	1.0	-1.6	-1.3	-2.4	3.8	-0.2	5.9
Cc1ccc(S(=O)(=O)N2CCN(C(=O)COc3ccc(Br)cc3)CC2)cc1	-10.3	0.2	1.7	-1.2	-1.8	-0.4	-0.9	4.8	-1.8	0.6	-2.5
Cc1ccc2c(c1)/C(=C/c1ccccc1F)C(=O)N2	-2.2	0.8	-0.8	-3.3	2.6	-0.7	-1.0	-1.2	5.3	-0.7	-4.2
Cc1c(O)cc2c(c1O)C(=O)CC(c1ccccc1)O2 (centres undefined)	4.3	-3.4	0.9	1.2	6.0	5.3	-1.2	4.9	1.2	1.4	-3.8

Entries from the list above that have a nitro group on carbon, in the order listed:
SMILES	PLCb3 inh	sPLA2-III inh	DAX1 inh-1	PG9 binder	hgDAF12 agonist	hcDAF12 agonist	ssDAF-12 act	SMARCA2 act	FXN GAA850 act	DAX1 inh-2	Rev-erbA mod
O=C(O)CNC(=O)c1ccc(Sc2ccccc2)c([N+](=O)[O-])c1	-6.2	-0.8	0.3	0.4	-0.6	1.6	-1.3	-1.7	2.8	0.7	-3.1
Nc1cc(N2CCCCC2)c([N+](=O)[O-])cc1Cl	3.7	6.1	0.3	0.7	0.3	-2.2	-0.7	-1.2	2.1	-1.3	-4.0

(more compounds)
SMILES	PLCb3 inh	sPLA2-III inh	DAX1 inh-1	PG9 binder	hgDAF12 agonist	hcDAF12 agonist	ssDAF-12 act	SMARCA2 act	FXN GAA850 act	DAX1 inh-2	Rev-erbA mod
C[C@]12CC[C@@H]3c4ccc(O)cc4CC[C@H]3[C@@H]1C[C@@H](O)[C@@H]2O[C@@H]1O[C@H](C(=O)O)[C@@H](O)[C@H](O)[C@H]1O	-1.2	-3.9	-0.3	-1.1	-1.4	-1.1	-0.1	-0.4	1.0	-0.1	2.9
CCOC(=O)c1ccc(NS(=O)(=O)c2cn(C)cn2)cc1	-4.6	-1.9	0.9	1.4	-0.1	0.4	-1.3	-2.2	0.3	0.6	-3.1
C[C@@H](NC(=O)c1nc[nH]c1C(=O)NC1CCN(C(=O)OC(C)(C)C)CC1)c1ccccc1	1.1	-2.4	0.4	-1.0	-0.3	-0.9	-1.2	0.3	-0.1	-0.6	6.8
COc1ccc(Cl)cc1NC(=O)CN(C)CC(=O)N1CC(=O)Nc2ccccc21	-13.7	5.4	-0.9	-1.1	4.8	-0.6	-1.6	-3.4	-1.5	0.2	1.3
COc1ccc(C(O)c2nc(-c3cccc(NC(C)=O)c3)cs2)cc1 (centres undefined)	1.4	-1.5	·	1.1	2.9	-2.0	-0.9	-1.5	1.3	-0.1	-5.1
COCCNC(=O)COc1coc(CN2CCN(Cc3ccccc3)CC2)cc1=O	-1.6	-2.2	0.9	-0.7	0.8	-1.0	-0.6	0.5	-1.0	-0.2	-8.3
O=C(OCc1nnc(-c2ccccc2)o1)c1ccco1	0.8	5.0	2.3	3.9	1.7	-2.3	-0.8	-1.3	1.9	0.1	-3.5
Cc1ccc(S(=O)(=O)Oc2ccc(/C=C(/NC(=O)c3ccccc3)C(=O)NCCC(=O)O)cc2)cc1	-24.2	-6.4	-0.5	-0.9	0.1	1.9	-0.9	-2.3	0.7	0.7	3.1
Cc1nc(CC(=O)NNS(=O)(=O)c2ccc3ccccc3c2)cs1	-3.7	3.1	0.5	-1.5	-1.9	-2.5	-1.8	-2.7	1.7	-0.5	-2.1

Bioassay records from PubChem.
